MazEF act – increases E. coli MazEF RNase cleavage of RNA; activation, % at 20 µM; P0AE70; AID 504720; 350,000 tested, 0.32% active; FAM/BHQ RNA-DNA oligo cleavage fluorescence, 5 h; in the data active = activation above about 50%
Target sequence (P0AE70 whole entry, looked up): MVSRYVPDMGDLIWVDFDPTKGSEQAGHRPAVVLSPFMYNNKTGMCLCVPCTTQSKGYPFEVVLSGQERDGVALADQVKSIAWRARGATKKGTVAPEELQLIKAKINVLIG
Anthrax LF prot – inhibitors of Bacillus anthracis lethal factor protease; multiplex microsphere protease cleavage assay, LF; P15917; 360,000 tested, 0.12% active; inhibition, % at 10 µM; in the data active = inhibition above about 30%; also: plate controls were buffer without enzyme for full effect and enzyme alone for no effect
Target sequence (P15917 whole entry, looked up): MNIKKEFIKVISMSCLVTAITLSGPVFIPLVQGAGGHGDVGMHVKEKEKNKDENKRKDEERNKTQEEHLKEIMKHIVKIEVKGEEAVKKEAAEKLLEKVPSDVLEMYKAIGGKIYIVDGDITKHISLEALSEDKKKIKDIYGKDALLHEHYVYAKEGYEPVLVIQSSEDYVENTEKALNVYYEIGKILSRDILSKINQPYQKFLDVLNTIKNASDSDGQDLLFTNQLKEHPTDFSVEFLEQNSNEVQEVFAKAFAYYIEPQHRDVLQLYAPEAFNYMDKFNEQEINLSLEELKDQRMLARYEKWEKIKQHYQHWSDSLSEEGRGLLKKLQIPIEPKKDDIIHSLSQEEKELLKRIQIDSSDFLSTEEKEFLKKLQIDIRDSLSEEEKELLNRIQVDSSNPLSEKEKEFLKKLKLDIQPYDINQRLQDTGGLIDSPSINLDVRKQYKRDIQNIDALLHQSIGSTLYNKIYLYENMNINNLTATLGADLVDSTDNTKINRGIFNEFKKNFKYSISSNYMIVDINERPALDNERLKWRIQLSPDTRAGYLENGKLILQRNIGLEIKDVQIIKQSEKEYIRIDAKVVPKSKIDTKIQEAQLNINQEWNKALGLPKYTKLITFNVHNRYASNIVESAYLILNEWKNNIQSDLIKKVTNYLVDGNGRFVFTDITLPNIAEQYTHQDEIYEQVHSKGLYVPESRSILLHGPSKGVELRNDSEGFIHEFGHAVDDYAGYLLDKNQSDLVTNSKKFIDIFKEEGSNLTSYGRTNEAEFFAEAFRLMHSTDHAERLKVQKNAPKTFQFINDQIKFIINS
PriA SSB inh – K. pneumoniae PriA-SSBct interaction inhibition. AlphaScreen SSBct-PriA binding, biotinylated peptide. inhibition, % at 33 µM. 430,000 tested, 0.6% active; in the data active = inhibition mostly above about 37%, no sharp cut-off; inactive = mostly below about 20%;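 also: plate controls were negative control peptide for no effect and reference peptide for full effect; strong numbers were not always called active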
Yp Topo-I inh – blocks Yersinia pestis topoisomerase I activity. AID 504884. 360,000 tested, 0.064% active. Y. pestis Topo-I cleavage product accumulation, plate reader. activity, % at 10 µM; in the data active = activity above about 50%, passing the limit was not always enough; also: inactives centre near 2
VHR inh abs – inhibitors of human VHR1 phosphatase (DUSP3). P51452. recombinant VHR phosphatase, pNPP absorbance. inhibition, % at 13.3 µM. 290,000 tested, 0.52% active. AID 1654; in the data active = inhibition above about 50%; also: some compounds called inactive have numbers as strong as hits
Rv3671c protease – Rv3671c (M. tuberculosis) protease inhibition; inhibition, % at 5.96 µM; 320,000 tested, 0.048% active; AID 2606; P9WHR9; in the data active = inhibition above about 38%;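 also: extracellular domain of Rv3671c used as enzyme; 0% = enzyme with DMSO and 100% = no enzyme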
TcdB GH inh – inhibitors of Clostridioides difficile toxin B glycohydrolase | P18177 | TcdB glycohydrolase enzymatic assay, plate reader | inhibition, % at 9.99 µM | 350,000 tested, 0.24% active; in the data active = inhibition above about 10%
SARS 3CLpro inh – SARS-CoV 3CLpro protease inhibition. recombinant SARS-CoV 3CLpro, quenched FRET peptide cleavage. 290,000 tested, 0.14% active. inhibition, % at 6 µM; in the data active = inhibition above about 12%
PfHsp40 yeast – compounds rescuing yeast from Plasmodium falciparum HSP40 toxicity | AID 504582 | S. cerevisiae expressing PfHsp40, growth rescue, ATP luminescence | growth rescue, % at 12.5 µM | 340,000 tested, 0.68% active; in the data active = growth rescue above about 28%, passing the limit was not always enough;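 also: yeast W303a lacking pdr1 and pdr3 grown in galactose medium; growth measured after three days at 30 °C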
Vc quorum ag – inducers of Vibrio cholerae quorum light production without autoinducers | activation, % at 18.7 µM | V. cholerae BH1578 lux reporter, luminescence, 6 h | 350,000 tested, 0.16% active; in the data active = activation mostly above about 9.7%, no sharp cut-off; also: not every result past the cut was called active; inactives centre near 0; reference of the scale not given here
* = called active by the depositor; i = inactive; nt = no result given; & = joins results of further samples. Some of the compounds tested; rates above refer to the full screens.

item	mol	MazEF act	Anthrax LF prot	PriA SSB inh	Yp Topo-I inh	VHR inh abs	Rv3671c protease	TcdB GH inh	SARS 3CLpro inh	PfHsp40 yeast	Vc quorum ag
1	Nc1nc(N)n(-c2ccccc2)c(=Nc2ccccc2)n1	2	-9	-6	4	45	-7	0.7	-5	5.8	i
2	N#Cc1ccsc1NC(=O)CN1CCOCC1	0	-6	-7	1	17	5	0.6	4	-0.9	-0.4
3	CCn1c(SCC(=O)N/N=C/C=C/c2ccccc2[N+](=O)[O-])nnc1-c1ccc(Cl)cc1	nt	nt	nt	nt	33	4	-0.7	0	nt	nt
4	Cc1cccc(NS(=O)(=O)c2c(C(=O)N3CCCC3)c(C)n(C)c2C)c1	3	5	-9	-2	-6	3	1.5	6	0.0	-0.2
5	COc1ccccc1N(CN1C(=O)c2ccccc2C1=O)C(=O)c1cccc(C)c1	-3	-1	-17	5	-3	-4	0.9	3	0.7	-3.6
6	CC1=C(C(=O)N2CCOCC2)CC(CC(=O)NCCN2CCOCC2)C(=O)N1Cc1ccccc1 (centres undefined)	4	-2	nt	-6	nt	nt	-0.4	nt	nt	-0.4
7	COc1ccccc1C(=O)NCCC(=O)NNC(=O)Cn1ccc(C(F)(F)F)n1	0	0	-7	-7	nt	-5	1.6	nt	-0.8	1.4
8	CCOC(=O)C1(CCc2ccccc2)CCN(Cc2ccccn2)CC1	-4	2	0	7	13	7	-2.7	-5	-1.2	-0.4
9	CC1CN(c2nc3ccccc3nc2NS(=O)(=O)c2ccccc2)CC(C)O1 (centres undefined)	8	-4	-2	-2	nt	3	2.7	nt	1.5	i
10	Cn1c(=O)c(NC(=O)c2ccccc2)c2n(c1=S)CCCCC2	4	-9	-2	6	-19	-4	nt	-2	0.4	-0.2
11	CC(=O)Nc1ccc(/C(C)=N/NC(=O)c2ccncc2)cc1	9	-1	nt	1	18	-7	0.9	4	-0.5	-0.5
12	COc1ccc(-c2cc(C(=O)N3CCCC(C(F)(F)F)C3)c3ccccc3n2)cc1OC (centres undefined)	1	0	-2	21	nt	-2	5.2	nt	1.6	i
13	CCCC(=O)c1c[nH]c(C(=O)NCCCN2CCOCC2)c1	-6	-6	-18	-7	13	4	nt	-9	-1.5	-0.7
14	CN(CC(=O)Nc1ccc(C#N)cc1)Cc1ccc(Cl)cc1	-1	-2	-26	0	36	-2	nt	-5	1.0	i
15	CC1(C)CC(=O)C2=C(C1)OC(=O)C2(NC(=O)c1cccs1)C(F)(F)F (centres undefined)	-6	-1	1	2	-1	6	nt	-6	6.9	-0.7
16	Cc1ccc2cccc(S(=O)(=O)Nc3ccc4c(c3)OCO4)c2n1	-1	-5	-10	6	3	1	nt	-2	0.0	-2.8
17	COc1ccc2nc(C)cc(SCC(=O)N/N=C/c3ccco3)c2c1	-24	-6	nt	4	22	-5	1.8	-4	-0.3	-0.2
18	COc1ccc2nc(N3C(=O)/C(=C/c4ccccc4)NC3=S)sc2c1	-13	1	6	0	-7	-5	-0.9	1	-1.1	0.2
19	C=CCNC(=O)c1ccccc1CCc1ccccc1	2	-3	-18	1	30	2	0.4	0	2.0	i
20	COc1ccc(N2CCN(C(=O)/C(C#N)=C/c3ccccc3)CC2)cc1	4	-6	-9	-1	17	2	0.6	3	-0.4	-1.6
21	Cc1ccc(N2C(=S)N=C(Nc3ccccc3C)C23CCOC(C)(C)C3)cc1 (centres undefined)	1	-2	-2	-6	24	6	nt	-7	-0.1	-0.7
22	O=Cc1c(C(=O)O)n(Cc2ccc(F)cc2Cl)c2ccccc12	-16	11	-4	-2	10	nt	-3.9	1	2.1	i
23	COc1ccc(NC(=O)CN(C)C(=O)c2ccc(N3CCCC3)c([N+](=O)[O-])c2)cc1	10	-1	9	3	nt	5	0.1	nt	0.1	i
24	CN(C)C(=O)COc1ccc(Oc2ccccc2)cc1	3	-6	0	0	10	3	0.9	5	-1.2	-0.4
25	COc1ccc(C(=O)N2CCCC(C(=O)N3CCCCCC3)C2)cc1 (centres undefined)	-3	-4	-4	4	37	-4	nt	1	0.4	2.0
26	O=C(COC(=O)CNC(=O)c1ccc(Cl)cc1Cl)NNC(=O)c1ccccc1F	3	-1	-5	6	nt	-5	0.8	nt	0.9	i
27	COc1ccc(S(=O)(=O)N(Cc2ccccc2)c2ccccc2C(=O)O)cc1	12	7	-21	-3	6	-1	-0.9	4	-2.0	i
28	Cc1ccc(S(=O)(=O)NCCC(=O)OCC(=O)N(C)c2ccccc2)cc1	5	0	-1	9	nt	2	1.4	nt	1.0	i
29	O=C1C=C(c2ccc(F)cc2OCc2ccccc2)C[C@@H](c2ccc3c(c2)OCO3)C1	-11	-12	-11	30	nt	-2	1.1	nt	7.0	1.6
30	CCOc1ccccc1CN1CCNC(=O)C1CC(=O)N(C)CCC1CCOCC1 (centres undefined)	-4	1	7	8	7	8	0.3	2	-0.9	-0.1
31	O=CN(c1ccccc1)c1ccc2ccccc2c1	-12	3	-13	12	17	-6	13*	1	1.6	-0.4
32	CC1CCCN(S(=O)(=O)c2ccc3[nH]c(=O)cc(C(=O)NCCCN4CCCCCC4)c3c2)C1 (centres undefined)	4	-1	nt	8	nt	nt	0.7	nt	nt	i
33	CCOc1ccc(NC(=O)CN(C)C(=O)c2ccc(C)c(S(=O)(=O)N3CCCCC3)c2)cc1OCC	0	-1	15	14	-2	nt	-0.1	-5	-0.3	2.5
34	CCCNC(=S)Nc1c(C)n(C)n(-c2ccccc2)c1=O	-7	4	-11	-3	9	10	0.6	0	0.9	-0.4
35	CCN1CCN(C(=O)C2CCN(S(=O)(=O)N3CCC4(CC3)OCCO4)CC2)CC1	3	-1	-9	-1	5	-3	-1.2	-5	0.8	i
36	Cc1cc(NC(=O)COC(=O)c2cccc(S(=O)(=O)N3CCOCC3)c2)no1	7	-2	-15	3	32	0	nt	-4	-1.1	-0.4
37	CCc1ccccc1NC(=O)c1nnn(CC(=O)Nc2cccc(C)c2C)c1N	-20	-4	-15	22	10	-20	nt	-8	0.0	nt
38	COc1ccc(C(=O)NC(=O)N2CCCCC2)cc1	4	-4	-2&-12	4	13	-5	nt	2	0.4	-0.7
39	Cc1ccc(C)c(SCC(=O)OCC(=O)N2CC(C)OC(C)C2)c1 (centres undefined)	4	0	-12	-14	17	8	-1.3	-6	0.2	0.0
40	O=C(O)[C@@H]1CCCN(S(=O)(=O)c2cccc3cccnc23)C1	4	6	-3	7	nt	-4	-0.9	nt	-0.7	i
41	COC(=O)c1sccc1NC(=O)Nc1cccc(C)c1C	-2	-2	-12	11	-8	nt	-1.0	-2	-0.2	-3.4
42	CC(C)C(=O)N1CCN(c2nc(-c3ccc(Cl)cc3)cs2)CC1	2	2	8	53*	29	5	nt	0	2.4	i
43	O=C1CC(SC(=NCc2ccc3c(c2)OCO3)Nc2ccccc2)C(=O)N1c1ccccc1 (centres undefined)	0	1	-32	-8	-2	-3	nt	-3	-0.8	-1.0
44	Cn1c(=O)n(CC(=O)NCc2cccnc2)c2ccccc21	5	-2	-5	9	10	2	nt	3	-0.5	-1.4
45	C#CCn1c(-c2ccccc2)ccc(C#N)c1=O	-36	0	-49	-2	-6	-8	-0.1	-4	-0.4	-0.3
46	O=c1cc[nH]c2c1ccc1cccnc12	0	-3	-14	0	nt	-4	1.2	nt	0.4	-0.5
47	CC(=O)c1c(O)cc(O)cc1CC(=O)O	-26	8	1	-1	16	-4	0.2	2	-1.6	-0.3
48	CC(C)(C)c1ccc(-c2nc(C#N)c(NCc3ccncc3)o2)cc1	-11	-7	11	37	-12	-6	nt	5	0.1	-0.3
49	CC(C)(C)NC(=O)CSc1ncccc1-c1nc2ccccc2[nH]1	7	-10	3	-2	-10	-7	0.9	-3	1.2	-1.7
50	Cc1ccc(C(=O)N/C(=C\c2ccc(F)cc2)C(=O)NCCN2CCOCC2)cc1	-2	2	-1	-9	-32	1	0.5	-4	-1.0	-0.4
51	CCCCc1ccc(NC(=O)N[C@H](C(=O)O)C(C)C)cc1	-1	0	-15	4	13	7	nt	6	0.8	i
52	Cc1ccccc1NC(=O)c1ccccc1O	-10	-1	-15	1	-8	-2	2.6	-2	-0.5	-0.4
53	O=C(c1ccc(S(=O)(=O)NCc2ccco2)cc1)N1CCCC1	4	0	2	6	-11	15	0.4	1	-0.1	i
54	CCOc1ccc(CN(C)C(=O)CCc2ccc(S(=O)(=O)N3CCCCCC3)cc2)cc1	-1	-2	-14	-5	nt	-6	-1.6	nt	2.3	-0.2
55	Cc1cc(C)c2cc(CN(CCO)Cc3nnnn3Cc3ccc(F)cc3)c(=O)[nH]c2c1	9	8	-6	10	10	nt	nt	1	0.6	-11
56	O=C(CSc1nc2cc(S(=O)(=O)N3CCOCC3)ccc2o1)Nc1c(F)cccc1F	-12	-3	8	4	15	3	0.3	0	-1.4	i
57	O=C(COC(=O)c1ccc2ncsc2c1)NCc1cccc(Cl)c1	4	2	-13	2	nt	-15	-2.6	nt	0.8	-5.7
58	O=C(O)c1cccc(NS(=O)(=O)c2ccc3nnn(O)c3c2)c1	8	-5	-4	-1	-9	-1	nt	-7	0.4	0.6
59	Cn1c(=O)c2c(nc(SCC(=O)NCc3ccco3)n2C)n(C)c1=O	-5	-8	-2	-5	18	6	nt	-6	0.7	-0.4
60	COc1ccc(N(CC(=O)Nc2ccc3c(c2)OCO3)S(=O)(=O)c2ccc(C)cc2)cc1OC	4	1	-8	34	-7	9	0.0	4	-0.2	2.1
61	CCCCc1c(O)nc(SCC(=O)NCC2CCCO2)[nH]c1=O (centres undefined)	6	-3	0	-2	22	-5	nt	3	-1.4	i

Three entries out of the list, ordered by length of the SMILES, descending.
item	mol	MazEF act	Anthrax LF prot	PriA SSB inh	Yp Topo-I inh	VHR inh abs	Rv3671c protease	TcdB GH inh	SARS 3CLpro inh	PfHsp40 yeast	Vc quorum ag
53	O=C(c1ccc(S(=O)(=O)NCc2ccco2)cc1)N1CCCC1	4	0	2	6	-11	15	0.4	1	-0.1	i
57	O=C(COC(=O)c1ccc2ncsc2c1)NCc1cccc(Cl)c1	4	2	-13	2	nt	-15	-2.6	nt	0.8	-5.7
61	CCCCc1c(O)nc(SCC(=O)NCC2CCCO2)[nH]c1=O (centres undefined)	6	-3	0	-2	22	-5	nt	3	-1.4	i
